High-throughput results (PubChem BioAssay)
Keap1 Nrf2 FP: Keap1-Nrf2 protein-protein interaction inhibitors, primary screen, biochemical, fluorescence polarization, single point; Keap1 Kelch-Nrf2 peptide fluorescence polarization, 1536-well; inhibition, % at 9.4 µM; 340,000 tested, 0.15% active; in the data active = inhibition above about 12%;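 note: human Keap1 Kelch domain with fluorescein labeled Nrf2 9mer peptide probe; 0% = neutral control wells and 100% = peptide positive control; higher means more block of Keap1 binding to Nrf2 peptide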
SR-BI uptake up: activators of SR-BI mediated DiI-HDL uptake, primary screen, ldlA[mSR-BI] CHO cells, DiI fluorescence | 3 h; 100 = double the neutral-control signal | activation, % at 12.5 µM | 320,000 tested, 0.096% active | AID 504775, 2011;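 active = mean replicate activation of at least 60% and every replicate at or above 60%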;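 note: 0% = median plate neutral-control signal and 100% = twice that signal; values of inactives mirror those of a sister screen read the other way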
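Material – SR-BI-overexpressing, LDLR-lacking CHO cells · Medium – BSA-supplemented, HEPES-buffered Ham's F12, pH 7.4 · Doses – single concentration · Times – compound with DiI-HDL co-incubation, 3 h at 37 °C · Measured by – bottom-read fluorescence, 550/595 nm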
cardiac RTF act: cardiac RTF calcium sensitivity activators, primary screen, biochemical, IANBD-TnC fluorescence, EC20 calcium. activation, % at 7.2 µM. AID 493008, 2010. IANBD-labeled TnC RTF fluorescence at EC20 calcium; 0% EC20 calcium, 100% full calcium. Troponin I, cardiac muscle (Homo sapiens) + Troponin T, cardiac muscle (Homo sapiens) + …. 340,000 tested, 0.24% active;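 active = activation above the mean over all tested compounds plus 3 SD, cut at about 30% in these data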;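 note: rise in fluorescence read as greater calcium sensitivity of cardiac thin filaments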
PKA-R2B activ: activators of PKA-R2B holoenzyme, primary screen, biochemical, fluorescence polarization, Cy5-IP20, human; activation, % at 11.4 µM; cAMP-dependent protein kinase catalytic subunit beta (Homo sapiens) + cAMP-dependent …; AID 504700, 2011; PKA-R2B holoenzyme dissociation; R2B truncated from residue 108, S112A mutant; 0% DMSO only, 100% 113 µM cGMP; 340,000 tested, 0.079% active;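 active = activation above a cutoff set at the mean over all compounds plus 3 SD, cut at about 18% in these data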;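 note: higher means more holoenzyme dissociation and a rise in polarization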
Target sequence (P31323 whole entry, looked up, other chains not shown, the tested form may be a part): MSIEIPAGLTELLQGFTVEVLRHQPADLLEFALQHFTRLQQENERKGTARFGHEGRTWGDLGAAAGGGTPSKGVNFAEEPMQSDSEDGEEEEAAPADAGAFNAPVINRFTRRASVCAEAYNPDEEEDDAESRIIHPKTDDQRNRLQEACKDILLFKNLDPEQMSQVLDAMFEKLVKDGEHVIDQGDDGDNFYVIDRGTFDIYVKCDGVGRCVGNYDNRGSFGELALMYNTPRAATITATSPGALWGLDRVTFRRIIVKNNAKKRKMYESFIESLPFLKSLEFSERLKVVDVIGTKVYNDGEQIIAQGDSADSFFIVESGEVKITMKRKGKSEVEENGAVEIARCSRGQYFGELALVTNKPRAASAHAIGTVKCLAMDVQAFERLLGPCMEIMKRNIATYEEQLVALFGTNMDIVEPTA
CAL PDZ FP-1: CAL PDZ peptide-binding inhibitors, primary screen, biochemical, fluorescence polarization, Cer-tagged CAL PDZ, HTS. Golgi-associated PDZ and coiled-coil motif-containing protein (Homo sapiens), Q9HD26. purified CAL PDZ, TMR-peptide fluorescence polarization, 1 h. inhibition, % at 20 µM. 330,000 tested, 0.02% active. AID 504414, 2011;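 active = highest replicate inhibition of at least 40%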;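 note: plate controls were DMSO neutral control wells for no effect and unlabeled competitor peptide control wells for full effect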
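material = purified tagged CAL PDZ domain construct (CerCALP) | buffer or medium = sodium phosphate/NaCl buffer pH 7.4 with TCEP, IgG, Thesit | reagent = TMR-labelled reporter peptide T*-PRC34 bound in PDZ groove | incubation = 1 h room-temperature incubation prior to read | measured by = fluorescence polarization (mP) | evaluation = percent inhibition from loss of millipolarization | control set = unlabelled peptide and DMSO controls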
DAGLB inh: DAGLB lipase inhibitors, primary screen, biochemical, fluorescence, HTS; Diacylglycerol lipase-beta (Homo sapiens), Q8NCG7; HEK293T DAGLB membrane lysate, EnzChek fluorogenic substrate; inhibition, % at 5.17 µM; 340,000 tested, 0.059% active; AID 504411, 2011; in the data active = inhibition above about 34%;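 note: 0% = enzyme with vehicle and 100% = wells lacking enzyme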
CAL PDZ FP-2: untagged CAL PDZ binding inhibitors, primary screen, biochemical, fluorescence polarization, HTS. Golgi-associated PDZ and coiled-coil motif-containing protein (Homo sapiens), Q9HD26. purified CAL PDZ, TMR-peptide fluorescence polarization, 1 h. inhibition, % at 24.9 µM. 300,000 tested, 0.92% active. AID 602252, 2012;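 active = mean inhibition of at least 30% with at least half of replicates also reaching 30%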;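 note: 0% = DMSO neutral control and 100% = excess unlabeled competitor peptide PRC23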
C-LANA FP: inhibitors of KSHV C-LANA binding to DNA, primary screen, biochemical, fluorescence polarization, FAM-LBS DNA, MBP-C-LANA, single point; Kaposi's sarcoma herpesvirus LANA C-terminal domain (residues 932-1162) DNA binding; inhibition, % at 9 µM; 340,000 tested, 0.078% active;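 active = highest replicate inhibition at or above 60% at 9 µM, even if other replicates fall short; inactive = all replicates below 60% inhibition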;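 note: 0% = neutral control wells and 100% = 4 µM acridine orange control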
Rtt109 Vps75: inhibitors of C. albicans Rtt109/Vps75 HAT, primary screen, biochemical, ThioGlo CoA-SH fluorescence, plate reader | 330,000 tested, 0.16% active | inhibition, % at 34.9 µM | Histone acetyltransferase RTT109 (Candida albicans (strain SC5314 / ATCC MYA-2876)), … | purified Rtt109/Vps75, 4 h;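 active = inhibition of at least 50% in every replicate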
Target sequence (Q5AAJ8 whole entry, looked up): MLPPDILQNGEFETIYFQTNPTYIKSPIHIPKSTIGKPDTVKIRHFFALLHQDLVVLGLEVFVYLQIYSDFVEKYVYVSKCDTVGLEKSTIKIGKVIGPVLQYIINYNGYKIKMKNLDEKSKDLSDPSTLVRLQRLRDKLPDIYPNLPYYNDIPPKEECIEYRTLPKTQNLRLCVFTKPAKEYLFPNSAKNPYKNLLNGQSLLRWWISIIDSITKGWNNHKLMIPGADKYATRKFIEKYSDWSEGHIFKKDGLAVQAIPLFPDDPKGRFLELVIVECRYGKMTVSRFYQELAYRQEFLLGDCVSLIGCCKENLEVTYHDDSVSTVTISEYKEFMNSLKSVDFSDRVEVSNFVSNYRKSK
RTF Ca sens inh: cardiac RTF calcium sensitivity inhibitors, primary screen, biochemical, IANBD-TnC fluorescence, EC70 calcium | Troponin I, cardiac muscle (Homo sapiens) + Troponin T, cardiac muscle (Homo sapiens) + … | IANBD-labeled cardiac RTF, Ca2+ fluorescence | inhibition, % at 7.15 µM | 340,000 tested, 0.12% active | AID 493244, 2011;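 active = inhibition above the mean inhibition of all tested compounds plus 3 SD, cut at about 17% in these data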;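 note: assay run at fixed EC70 calcium of 1.6 mM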
Numbers without * were called inactive; / = no result given; & = joins results of further samples.

Keap1 Nrf2 FP	SR-BI uptake up	cardiac RTF act	PKA-R2B activ	CAL PDZ FP-1	DAGLB inh	CAL PDZ FP-2	C-LANA FP	Rtt109 Vps75	RTF Ca sens inh	canonical_smiles
-4	17	-6	8	-0.5	1	-2	1.7	-6	-2	COc1ccccc1C(=O)N1CCCN(C(=O)c2ccccc2OC)CC1
-4	17	-9	-2	-3.3	1	-1	1.5	4	2	CC(=O)c1sc(NC(=O)CCS(=O)(=O)c2ccc(C)cc2)nc1C
-1	7	8	-14	-0.7	-1	2	-0.9	-7	-6	O=C(Cc1cccs1)Nc1nnc(C2CC2)s1
0	-12	2	-9	0.3	-8	-2	-0.6	13	1	CCc1noc(C)c1C(=O)N1CC(C)SC1=Nc1ccc(Cl)cc1 (stereo not drawn)
-1	7	/	/	-1.3	/	-3	-1.1	0	/	COC(=O)c1ccc(NC(=O)COC(=O)c2nc3nccc(C)n3n2)cc1
1	/	3	2	-1.8	3	-3	0.4	-1	-3	Cc1ccc(NNC(N)=S)cc1Cl
2	-61	8	4	-4.0	-2	/	3.1	-1	-11	Cc1c(C(=O)Nc2ccncc2)sc2nc(-c3ccccc3)cn12
6	/	-4	11	-5.6	15	-4	21	58*	-5	N#Cc1c(-c2ccccc2)nc(SCC(=O)N2c3ccccc3Sc3ccccc32)[nH]c1=O
-5	9	2	-2	-0.9	-1	26	-1.3	5	-8	c1ccc(-c2nccc3ccccc23)cc1
-4	21	-6	1	-1.7	-1	/	0.7	0	0	COc1cc(C(=O)Nc2cc(S(=O)(=O)N3CCOCC3)ccc2N2CCOCC2)cc(OC)c1C
6	-11	0	-3	0.4	2	-6	-1.7	-1	-11	CC(=O)c1nc2ccccc2n1Cc1ccccc1
2	-23	5	0	-1.0	3	8	-0.3	5	-9	Cn1nccc1C(=O)NC1CC(C)(C)Cc2c1cnn2-c1ccc(F)cc1 (stereo not drawn)
0	-2	-4	1	-2.6	-3	-1	0.2	5	3	Cc1ccc(/C=N/NC(=O)c2csc3c2CCCC3)cc1
4	17	-4	-5	-0.1	0	-1	1.1	-1	-4	COc1ccccc1CNC(=O)C(CCSC)NS(=O)(=O)c1ccc2c(c1)oc(=O)n2C (stereo not drawn)
3	9	0	-2	0.3	-1	-3	0.0	0	-4	C=CCNC(=O)COCc1cc(-c2ccc3c(c2)OCO3)on1
0	-2	-7	-11	-2.4	-1	-1	-3.3	1	-8	CCOC(=O)Nc1ccc2c(c1)N(C(=O)CCN(CC)CC)c1ccccc1CC2
-5	-3	-2	2	-2.1	-3	1	1.8	5	-4	CC(CNc1nc2ccccc2n2cnnc12)c1ccccc1 (stereo not drawn)
0	3	-4	4	3.0	-3	-7	0.3	-8	-2	O=C(CN1CCCC1)Nc1ccc(Br)cc1[N+](=O)[O-]
-1	14	-1	3	-0.1	2	-1	-0.7	4	5	CCSC(SCC)[C@H](O)[C@@H](O)[C@H](O)[C@H](O)CO
-2	4	-4	-3	1.7	5	-2	-1.3	21	8	COc1cc(/C=C/c2ccc3c([N+](=O)[O-])cccc3n2)ccc1OCC(=O)O
4	-9	-6	-14	-2.2	1	-2	1.0	12	1	Cc1ccc(N/N=C(\C#N)C(=N)N2CCOCC2)cc1
-3	/	-3	6	-1.0	-1	/	0.7	0	0	O=C(NN1CC(C(=O)OCc2ccc(Br)cc2)CC1=O)c1ccccc1 (stereo not drawn)
0	-8	3	-4	-1.7	-5	-2	0.0	-3	-17	O=C(Nc1ccc(Cl)cc1)OCc1cn(-c2ccc(Cl)cc2)nn1
2	6	-3	-6	-4.2	1	-1	-3.1	3	-2	CC(C)c1nc(=S)c2ccccc2[nH]1
2	2	6	-6	-0.8	0	-2	-4.1	30	-10	CCOc1ccc(N(Cc2nnc3n2CCCCC3)C(=O)Nc2cccc(C)c2)cc1
-3	20	4	5	-0.2	-13	1	1.5	8	-7	C=CCNC(=O)c1c(CSc2ccccc2)noc1C(=O)NCc1ccccc1
-3	0	-8	7	-1.5	-2	-1	1.3	20	1	CSCCC(NC(=O)C12CC3CC(CC(C3)C1)C2)C(=O)OCC(=O)c1ccc(C)cc1 (stereo not drawn)
3	-2	-1	-5	-1.1	-1	6	-0.3	2	2	Cc1cccc(CN2CCC(CNC(=O)Nc3ccccc3F)CC2)c1
-1	0	-2	-8	-1.7	-2	-6	-1.2	-21	2	CNCc1c(OCc2ccc(F)cc2)ccc2ccccc12
-4&-7	-10	-2&1	3&-1	0.4&-1.2	1&0	-4&-16	-0.6&-1.6	7&4	-9&4	COc1cc(N=c2ssnc2Cl)c(OC)cc1Cl
0	/	0	-5	-2.7	0	7	1.2	4	4	COc1ccc(NC(=O)c2ccco2)cc1NC(=O)c1ccc(C#N)cc1F
-2	-10	-3	7	-1.4	-1	-1	-2.9	/	-20	CCOc1ccc(NC(=O)CC2C(=O)N(c3ccc(OC)cc3)C(=O)N2CCc2ccc(OC)c(OC)c2)cc1 (stereo not drawn)
1	48	0	-6	0.2	-4	-6	-0.8	-2	-14	Clc1c2c(nc3ccccc13)CCC2
-1	6	4	0	-0.3	4	3	-0.6	0	-11	CCNc1nc(NCC)n2c(SCC(=O)Nc3ccc(C(F)(F)F)cc3[N+](=O)[O-])nnc2n1
-2	-5	-2	-8	0.4	0	1	0.0	-3	1	COC(=O)c1ccc(C(=O)OC)c(NC(=O)CCS(=O)(=O)Cc2ccccc2)c1
1	8	-4	-15	-0.6	-3	5	7.4	-6	-3	C=CCn1c(-c2sc(-c3ccccc3)nc2C)n[nH]c1=S
-1	24	3	-9	-0.3	-2	-3	0.9	12	-18	CN(CC(=O)Nc1ccc(F)c(F)c1F)C(=O)C1CCCO1 (stereo not drawn)
-5	7	-8	-8	0.4	1	-1	1.0	6	-29	Cc1cccc(C)c1NC(=O)C(=O)NCC1CCCN1S(=O)(=O)c1ccccc1 (stereo not drawn)
-6	12	-1	-8	-0.1	-3	-5	-0.6	-14	2	Cc1c(C)n(C(=O)CN2CCN(c3ccccn3)CC2)c2ccccc12
1	-43	-5	2	-0.3	0	-3	0.2	10	-4	COc1ccccc1CNC(=O)C1CCC(CNS(=O)(=O)c2ccc(F)cc2)CC1 (stereo not drawn)
2	-8	-3	3	-1.8	-6	-2	0.1	19	-3	COc1ccc(CCNC(=O)c2oc3ccc(OC)cc3c2C)cc1
-1	16	5	-6	-0.2	-1	-3	2.5	-8	-1	CCC(C(=O)NCc1ccccc1OC)c1ccccc1 (stereo not drawn)
-1	8	-3	-10	0.7	-2	/	0.8	0	5	COc1ccccc1Cn1c(CCCO)nc2ccccc21
-2	12	2	-4	-2.0	-2	7	0.3	4	-25	Cc1ccc(S(=O)(=O)N(C)CC(=O)N2CCC(C(N)=O)CC2)cc1
-4	-1	6	-12	-2.2	-2	1	0.1	0	6	Cc1ccc(NC(=O)CCSc2nc(C)cc(C)n2)cc1
1	11	-2	8	0.2	-5	-2	-3.4	7	-2	CCCN(CCC)CCCNC(=O)C1c2cc(OC)c(OC)cc2C(=O)N(C)C1c1cccs1 (stereo not drawn)
-2	20	3	1	0.4	4	5	0.3	-1	-9	O=C(NCCc1ccc(Cl)cc1)C1CCC(=O)N1C1CCCC1 (stereo not drawn)
1	6	-4	-3	-0.7	-3	-2	0.3	8	0	Cc1ccc(Cn2c(C(C)Nc3nc(-c4ccc(C)cc4)cs3)nc3cc(Cl)c(Cl)cc32)cc1 (stereo not drawn)

2 of the compounds above, field by field.
> Cc1ccc(NC(=O)CCSc2nc(C)cc(C)n2)cc1
  Keap1 Nrf2 FP: -4; SR-BI uptake up: -1; cardiac RTF act: 6; PKA-R2B activ: -12; CAL PDZ FP-1: -2.2; DAGLB inh: -2; CAL PDZ FP-2: 1; C-LANA FP: 0.1; Rtt109 Vps75: 0; RTF Ca sens inh: 6
> CCCN(CCC)CCCNC(=O)C1c2cc(OC)c(OC)cc2C(=O)N(C)C1c1cccs1 (stereo not drawn)
  Keap1 Nrf2 FP: 1; SR-BI uptake up: 11; cardiac RTF act: -2; PKA-R2B activ: 8; CAL PDZ FP-1: 0.2; DAGLB inh: -5; CAL PDZ FP-2: -2; C-LANA FP: -3.4; Rtt109 Vps75: 7; RTF Ca sens inh: -2

New compounds follow
Keap1 Nrf2 FP	SR-BI uptake up	cardiac RTF act	PKA-R2B activ	CAL PDZ FP-1	DAGLB inh	CAL PDZ FP-2	C-LANA FP	Rtt109 Vps75	RTF Ca sens inh	canonical_smiles
2	10	-1	4	-1.0	1	-3	0.3	-4	-3	COc1ccc(S(=O)(=O)N2CCN(C(=O)c3cc(C)oc3C)CC2)cc1
-9	9	1	6	-0.9	-1	-1	-0.2	-8	-3	CNC(=O)NC(=O)CSc1ccc(S(=O)(=O)N2CCOCC2)cn1
-3	-12	1	-7	-1.7	1	-4	-0.2	1	5	Cc1ccc(C)n1-c1ccc(C(=O)NC2CCN(Cc3ccccc3)CC2)cc1
-1	5	4	-7	-0.1	-2	-2	1.8	-3	3	O=C1OC(N2C(=O)CC[C@H]2C(=O)Nc2ccc(F)c(F)c2)c2ccccc21 (stereo partly drawn)
3	-17	7	-16	-0.5	0	-2	0.6	20	-11	Cc1cc(C)c(S(=O)(=O)N2CCOC2CNC(=O)C(=O)NCCc2ccc(S(N)(=O)=O)cc2)c(C)c1 (stereo not drawn)
4	9	8	4	/	2	-6	0.3	2	-12	Cc1ccc(C)c(Cn2nnc3c(=O)[nH]c(C(=O)NCC4CCCO4)nc32)c1 (stereo not drawn)
3	19	-6	-5	0.0	4	-2	4.5	4	-6	CC(C)c1cccc(-c2ccc3c(c2)S(=O)(=O)c2cccc(C(=O)O)c2C3=O)c1
-1	5	-6	4	0.3	-2	2	1.2	-4	-7	O=C(Cn1c(=S)nc2ccccn21)N1CCc2ccccc2C1
-2	-4	2	12	-0.4	2	-1	1.1	-2	-4	CC(=O)N1CCc2c(sc(NC(=O)CCS(=O)(=O)c3ccc(C)cc3)c2C(N)=O)C1
-3	-3	-1	4	-1.1	1	-5	0.8	-13	-4	O=C(CCc1ccccc1)Nc1ccc(S(=O)(=O)Nc2nccs2)cc1
